# Compound activity as filed in PubChem BioAssay.
# HTRA1 inh – HTRA1 serine protease inhibitors, primary screen, biochemical, fluorescence polarization, HTS; inhibition, % at 5.96 µM; recombinant HTRA1, FP-rhodamine activity-based probe; AID 504803, 2011; Q92743; 0.5% of 340,000 active; in the data active = inhibition above about 36%;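 also: 0% = enzyme with DMSO and 100% = wells lacking enzyme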
# UHRF1 MBD2 ctr – UHRF1 methylated DNA binding inhibitors, primary screen, counter-screen for MBD2 inhibitor project, biochemical, TR-FRET, human UHRF1, single concentration; E3 ubiquitin-protein ligase UHRF1 (Homo sapiens), Q96T88; UHRF1 binding to methylated oligo; inhibition, % at 4.4 µM; 0.75% of 370,000 active; in the data active = inhibition above about 21%;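 also: UHRF1 SRA domain binding a hemimethylated CpG hairpin DNA probe; 0% = median of test compound wells and 100% = reference inhibitor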
# Target sequence (Q96T88 whole entry, looked up, the tested form may be a part): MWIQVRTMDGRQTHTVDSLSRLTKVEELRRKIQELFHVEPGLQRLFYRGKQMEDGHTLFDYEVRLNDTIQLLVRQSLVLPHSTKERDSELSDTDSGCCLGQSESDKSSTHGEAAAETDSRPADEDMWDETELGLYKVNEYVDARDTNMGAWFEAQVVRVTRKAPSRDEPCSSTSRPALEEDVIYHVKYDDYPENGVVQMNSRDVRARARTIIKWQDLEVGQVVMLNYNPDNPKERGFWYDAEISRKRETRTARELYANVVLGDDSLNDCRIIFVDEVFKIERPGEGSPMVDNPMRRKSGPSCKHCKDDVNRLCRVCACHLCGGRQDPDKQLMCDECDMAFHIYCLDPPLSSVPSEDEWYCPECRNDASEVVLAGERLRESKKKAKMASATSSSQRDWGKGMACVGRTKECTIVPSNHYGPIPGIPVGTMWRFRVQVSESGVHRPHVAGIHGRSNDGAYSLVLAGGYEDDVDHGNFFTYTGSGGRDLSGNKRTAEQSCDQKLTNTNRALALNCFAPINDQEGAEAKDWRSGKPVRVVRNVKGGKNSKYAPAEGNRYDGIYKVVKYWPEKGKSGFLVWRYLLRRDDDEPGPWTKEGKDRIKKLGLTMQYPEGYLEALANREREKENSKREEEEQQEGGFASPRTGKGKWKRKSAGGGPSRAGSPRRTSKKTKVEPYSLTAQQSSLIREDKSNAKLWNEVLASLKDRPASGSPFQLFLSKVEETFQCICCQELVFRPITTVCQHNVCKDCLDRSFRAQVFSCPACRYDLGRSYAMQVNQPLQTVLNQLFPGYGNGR
# PRMT1 FP inh – PRMT1 methyltransferase inhibitors, primary screen, biochemical, fluorescence polarization; Protein arginine N-methyltransferase 1 (Homo sapiens), Q99873; recombinant PRMT1, activity-based probe fluorescence polarization; inhibition, % at 2.79 µM; 1.3% of 370,000 active;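 active = inhibition above about 21% made by adding two undisclosed values, limit read from the data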
# rCAG binder – binders of r(CAG) RNA repeats, primary screen, biochemical, fluorescence | r(CAG) RNA repeat, TO-PRO-1 dye displacement fluorescence | 1.3% of 370,000 active | AID 651821, 2012 | inhibition, % at 3 µM;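 active = inhibition above the plate cutoff, the mean of all test compounds on that plate plus 3 SD, cut at about 35% in these data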;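 also: 0% = DMSO alone and 100% = 100 µM mitoxantrone as full dye displacement; higher means more dye released from RNA so lower well fluorescence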
# GC-B act – human GC-B receptor activators, primary screen, HEK293 GC-B cells, cGMP TR-FRET, EC30 CNP. 0% at EC30 CNP, 100% saturating CNP. activation, % at 10 µM. 0.11% of 370,000 active. Atrial natriuretic peptide receptor 2 (Homo sapiens), P20594;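 active = activation at 10 µM reaching about 35% in either raw or pattern-adjusted values, limit read from the data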
# GC-A act – GC-A stimulated cGMP production enhancers – HEK293 GC-A cells, cGMP TR-FRET, EC30 ANP, primary screen; 0.14% of 370,000 active; AID 1671463, 2021; 0% at EC30 ANP, 100% saturating ANP; activation, % at 10 µM; in the data active = activation above about 40%
# SIAE inh – human SIAE inhibitors, primary screen, biochemical, fluorescence polarization, FP-Rh probe, 1536-well HTS; Sialate O-acetylesterase (Homo sapiens), Q9HAT2; SIAE FP-Rh probe binding; inhibition, % at 9.66 µM; 0.69% of 370,000 active; AID 1053197, 2014;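 active = inhibition above a cutoff: mean of compounds within the control limits plus 3 SD of those, cut at about 17% in these data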;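 also: 0% = plate median of compound wells and 100% = probe without SIAE protein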
# MBD2 inh – inhibitors of MBD2 binding to methylated DNA, primary screen, biochemical, TR-FRET, DNA-binding domain, human | inhibition, % at 4.4 µM | 0.31% of 370,000 active | Methyl-CpG-binding domain protein 2 (Homo sapiens), Q9UBB5 | AID 686964, 2013 | MBD2 binding to methylated oligonucleotide; in the data active = inhibition above about 13%
# mABHD4 FP – ABHD4 inhibitors, primary screen, biochemical, fluorescence polarization, mouse; purified mABHD4, FP-Rh probe fluorescence polarization; inhibition, % at 8.92 µM; 0.54% of 370,000 active;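 active = inhibition exceeding the mean over every tested compound plus 3 SD, cut at about 30% in these data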;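 also: 0% = plate median of compound wells and 100% = S159A mutant with DMSO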
# Target sequence (Q8VD66 whole entry, looked up): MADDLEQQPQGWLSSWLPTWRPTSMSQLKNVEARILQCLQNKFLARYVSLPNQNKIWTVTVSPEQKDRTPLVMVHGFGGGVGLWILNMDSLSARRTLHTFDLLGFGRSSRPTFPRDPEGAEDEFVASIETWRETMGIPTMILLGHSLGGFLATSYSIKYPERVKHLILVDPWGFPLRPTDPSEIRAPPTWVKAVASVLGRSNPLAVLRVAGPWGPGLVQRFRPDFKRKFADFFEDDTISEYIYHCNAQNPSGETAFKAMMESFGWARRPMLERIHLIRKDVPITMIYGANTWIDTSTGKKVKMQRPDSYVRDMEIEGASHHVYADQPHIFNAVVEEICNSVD
#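 Test system: mABHD4 protein; Read-out basis: % inhibition; Incubation: 45 min + 60 min at 25 °C; Repeats: single replicate; Technique: fluorescence polarization with parallel and perpendicular emission, 525/598 nm; Compound: 8.92 µM, single dose; Benchmarks: full inhibition S159A mutant plus DMSO, zero as sample-well median.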
# TCR CD3 inh – inhibitors of human TCR-CD3 interaction, primary screen, biochemical, fluorescence, TAMRA-labeled TCR probe; T-cell receptor (TCR); inhibition, % at 9.4 µM; AID 651800, 2012; 0.37% of 360,000 active; in the data active = inhibition above about 19%;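 also: recombinant mutant TCR 2C K166C tagged with TAMRA read by polarization; 0% = receptor in buffer alone and 100% = receptor with positive control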
# Active calls of the source: *; · = no result given. Not all compounds are listed; the hit share may differ from the screen's.
SMILES,HTRA1 inh,UHRF1 MBD2 ctr,PRMT1 FP inh,rCAG binder,GC-B act,GC-A act,SIAE inh,MBD2 inh,mABHD4 FP,TCR CD3 inh
COc1ccc(Br)c(Cn2c(C)c(C(=O)NCc3ccc4c(c3)OCCO4)sc2=O)c1,·,0,-1,2,-7,1,-6,1,-9,7
CC(=O)Nc1ccc(NC(=O)COC(=O)c2ccccn2)cc1,6,7,-3,0,1,-1,0,-2,3,-2
O=C(COCc1ccccc1)N1CCC(Oc2cccnc2)CC1,·,0,2,1,-8,0,1,0,0,·
Cc1cn(-c2ccccc2)c(C)c1/C=N\Nc1nc(N2CCOCC2)nc(N2CCOCC2)n1,4,-3,2,3,-9,-1,3,-1,-2,10
CCCC(=O)NNC(=O)CCC(=O)Nc1ccccc1Cl,5,5,-7,0,2,6,2,4,0,-2
Cc1nc2ccccc2c(=O)n1NC(=O)c1cccc(Cl)c1,-2,0,2,0,0,3,0,-3,1,6
COc1ccc(C(=O)N(C)Cc2ccc(C)o2)cc1OC1CCN(C(C)C)CC1,-1,0,2,-5,-2,3,1,-5,4,6
Cc1noc(C)c1NC(=O)N(C)C[C@H]1Oc2ccc(NS(=O)(=O)c3c(C)noc3C)cc2C(=O)N([C@H](C)CO)C[C@@H]1C,0,5,-1,0,7,-2,2,-3,-8,-1
CC(C)c1ccc(-c2c(C#N)c(N)nc(SCC(=O)N3CCCCC3)c2C#N)cc1,-6,3,7,2,15,18,-2,3,-2,-2
O=C(NN=Cc1ccc([N+](=O)[O-])cc1)C1CC1,7,0,-2,0,1,-1,2,-2,2,1
O=C(CSc1nc2ccc([N+](=O)[O-])cc2s1)NCC1CCCO1 (stereo unspecified),2,2,7,0,3,-11,3,5,-14,-1
O=C1C2Sc3[nH]c(=O)sc3C(c3cc([N+](=O)[O-])ccc3O)C2C(=O)N1c1ccccc1 (stereo unspecified),4,-1,3,13,1,-1,7,-5,15,6
Cc1ccc(S(=O)(=O)N2CCN(C(=O)N3CCCC3)CC2)cc1,0,-1,-5,-3,1,1,3,-1,-2,4
O=C(NNC(=O)c1csc(-c2cccs2)n1)c1ccc(Cl)cc1,·,5,7,2,4,-4,1,4,-7,-4
Cc1nc2ccccc2c(=O)n1CC(=O)N1CCOCC1,-1,-2,0,-1,2,-1,1,-8,-1,6
CCOC(=O)N1CCN(c2ncnc3c2oc2nc(C(C)C)c4c(c23)CCC4)CC1,0,5,5,2,-18,-9,-2,2,-6,2
CCOc1ccc(CCNC(=O)CN2CCN(Cc3ccccc3C)C2=O)cc1OCC,-8,3,1,-7,0,0,-1,7,-3,-7
COc1ccc(/C(=N/OC(C)=O)c2nccc3cc(OC)c(OC)cc23)cc1OC,12,6,-2,-5,-2,-2,-10,0,3,8
C[C@@H]1O[C@@H](O[C@H]2[C@H](Oc3cc(O)c4c(c3)O[C@H](c3ccc(O)cc3)CC4=O)O[C@H](CO)[C@@H](O)[C@@H]2O)[C@H](O)[C@H](O)[C@H]1O,4,-1,-5,4,2,1,0,0,-4,3
Cc1cc(F)ccc1-c1cc(C(=O)NCc2cc(C(F)(F)F)cc(C(F)(F)F)c2)[nH]n1,·,-1,-1,-2,3,2,2,-2,0,-6
CC(C)CCN1C(=O)c2ccc(C(=O)Nc3cccc(S(N)(=O)=O)c3)cc2C1=O,-17,0,-1,11,14,-4,2,-6,-24,-2
COCCOC(=O)C(C#N)c1nc2ccccc2nc1N1CCCC1 (stereo unspecified),0,-5,4,-1,-2,-1,0,-4,9,1
O=C(Cc1ccc(F)cc1)NCCS(=O)(=O)N1CCN(c2ccccc2)CC1,1,-1,-3,-5,0,3,2,-2,1,-4
Cc1ccc(N(C)C(=O)CCS(=O)(=O)c2ccc3c(c2)oc(=O)n3C)cc1,0,-2,-1,-3,-2,-1,2,-1,0,0
C=CCc1ccc(OCC(O)CN2CCCCC2C)c(OC)c1 (stereo unspecified),1,1,0,1,5,1,-3,1,1,-1
# Carrying on:
SMILES,HTRA1 inh,UHRF1 MBD2 ctr,PRMT1 FP inh,rCAG binder,GC-B act,GC-A act,SIAE inh,MBD2 inh,mABHD4 FP,TCR CD3 inh
CC(C)(CSc1ccccn1)NS(=O)(=O)c1ccccc1,4,2,-2,1,5,1,-1,3,1,0
O=C(NNC(=O)C1CC(=O)N(c2ccc3c(c2)OCCO3)C1)c1ccc(F)cc1 (stereo unspecified),-1,-2,-1,3,0,2,2,0,-2,1
CCN(CC)S(=O)(=O)c1ccc(/C=C/C(=O)OCC(=O)Nc2ccc(C(N)=O)cc2)cc1,-10,3,-8,-1,-3,2,-40,-5,0,2
Cc1ccc2nc(C)cc(N/N=C/c3cccc(O)c3)c2c1,-20,-1,2,1,3,6,3,-6,-2,0
Cc1cc(C)nc(N/N=C/c2ccc([N+](=O)[O-])o2)n1,5,-10,-6,0,3,0,6,-13,-1,-5
CCC(C)NC(=O)CSc1ccc(S(=O)(=O)N(C)C2CCCCC2)cn1 (stereo unspecified),3,-1,-5,-3,1,0,-3,-5,-6,1
CC(=O)C1=C(C)NC(=O)NC1c1cc(Br)ccc1OCC#N (stereo unspecified),3,0,-3,6,-1,-8,11,-4,5,8
C[C@]1(CC/C(=C/CO)CO)[C@H](C=O)CC[C@@]23COC(=O)C2=CCC[C@@H]31,·,2,-2,0,2,1,0,1,4,-3
CNC[C@H]1Oc2c(NC(=O)C3CC3)cccc2C(=O)N([C@H](C)CO)C[C@@H]1C,3,-1,-1,-2,5,1,5,1,0,4
COc1cc2sc(-c3ccccc3OC)c(-c3ccc(OCCN4CCCCC4)cc3)c2cc1OC,7,7,0,1,-3,-3,3,4,17,4
CCC1(c2ccccc2)NC(=S)N(c2ccc(C)c(C)c2)N1 (stereo unspecified),4,1,19,7,0,-3,11,4,3,-3
Cc1ccc(NCc2nnc(SCC(=O)OC3CCCCC3)o2)c(C)c1,-4,1,1,-3,-5,6,5,0,2,-6
Cc1cccc(NC(=O)c2nnn(-c3cccc(C(F)(F)F)c3)c2N)c1,3,-2,1,0,-6,-27,3,2,-4,9
CCc1ccc(NC(=S)N(CCC(C)C)C2CCN(C(C)=O)CC2)cc1,1,1,-3,1,5,2,11,1,4,-2
CC(=O)N1CCc2cc(S(=O)(=O)CCC(=O)N3CCc4ccccc4C3)ccc21,-4,-1,-2,2,3,0,7,-2,7,3
N#Cc1ccc2ccn(CC(=O)NC3CCCCCC3)c2c1,-3,3,-1,-3,-3,-2,-2,2,-3,3
COc1ccc(S(=O)(=O)N2CCC3(CC2)CC(=O)c2ccccc2O3)cc1C,0,0,3,1,-7,-15,-3,-2,4,1
CC1CN(C(=O)CSc2nnc(-c3ccncc3)n2-c2ccccc2)CC(C)O1 (stereo unspecified),1,-3,0,-6,2,-2,-5,4,-4,-1
CN(C)c1ccc(C(CC(=O)c2ccccc2)C2CCCCC2=O)cc1 (stereo unspecified),7,-2,1,0,0,6,6,1,-4,0
Cc1sc2nc(CSc3ccc([N+](=O)[O-])c(C(F)(F)F)c3)[nH]c(=O)c2c1C,-6,-4,3,13,0,-1,-15,-2,-3,7
Cc1cc2oc(=O)cc(CN3CCC(C)CC3)c2cc1Cl,-16,-2,0,3,22,19,-2,-4,14,0
O=C(NCC(=O)N1CCCC(C(F)(F)F)C1)c1ccco1 (stereo unspecified),6,1,4,0,2,0,-11,6,-4,-7
COc1ccccc1CCNC(=O)c1ccc(C)o1,9,-3,-3,1,-2,3,-4,-4,3,0
O=S(=O)(Cc1ccccc1)N1CCCc2ccccc21,-1,18,1,0,2,3,5,2,3,5
CSCCC(NC(=O)CCN1C(=O)c2ccccc2C1=O)C(=O)O (stereo unspecified),9,-1,2,2,3,-1,1,-3,2,1

# As a short view, part of the list above:
SMILES,HTRA1 inh,UHRF1 MBD2 ctr,PRMT1 FP inh,rCAG binder,GC-B act,GC-A act,SIAE inh,MBD2 inh,mABHD4 FP,TCR CD3 inh
CC(C)(CSc1ccccn1)NS(=O)(=O)c1ccccc1,4,2,-2,1,5,1,-1,3,1,0
O=C(NNC(=O)C1CC(=O)N(c2ccc3c(c2)OCCO3)C1)c1ccc(F)cc1 (stereo unspecified),-1,-2,-1,3,0,2,2,0,-2,1
CCN(CC)S(=O)(=O)c1ccc(/C=C/C(=O)OCC(=O)Nc2ccc(C(N)=O)cc2)cc1,-10,3,-8,-1,-3,2,-40,-5,0,2
Cc1ccc2nc(C)cc(N/N=C/c3cccc(O)c3)c2c1,-20,-1,2,1,3,6,3,-6,-2,0

# More entries.
SMILES,HTRA1 inh,UHRF1 MBD2 ctr,PRMT1 FP inh,rCAG binder,GC-B act,GC-A act,SIAE inh,MBD2 inh,mABHD4 FP,TCR CD3 inh
CCOC(=O)[C@H]1[C@H]2COc3ccc(Br)cc3[C@@H]2N2C(=O)c3ccc(C)cc3NC(=O)[C@@]12C,1,1,0,3,-1,-3,-20,0,3,2
CCn1cnc2cc(NCc3ccc(N(C)C)cc3)ccc21,2,-1,2,-5,3,-1,3,5,12,-2
Nc1nc(Nc2ccccc2Br)nc(C(F)(F)F)n1,-5,-1,-3,2,1,1,-3,-3,-5,5
Cc1cc(OCC(=O)Nc2c(C)n(C)n(-c3ccccc3)c2=O)ccc1[N+](=O)[O-],7,1,4,-3,6,0,5,1,5,-9
CCCCNC(=S)NC1CCCC1,-1,2,-1,1,2,4,-6,-2,-5,1
Brc1ccc(C2=Nn3c(nnc3-c3n[nH]c4c3CCC4)SC2)cc1,-26,-3,-2,2,29,29,4,-6,8,-5
COc1ccc(NC(=O)CSc2nc3c([nH]c4ccccc43)c(=O)n2C)c(OC)c1,-2,2,0,2,-8,-8,-2,5,8,7
c1ccc(Sc2cnc3ccccc3n2)cc1,-5,-1,-2,-2,-1,4,0,2,2,5
COc1cc(/C=C2\SC(=O)NC2=O)ccc1Oc1ccc([N+](=O)[O-])cc1[N+](=O)[O-],-9,-2,1,52*,-2,-4,-17,0,-18,6
O=C(O)c1cccc(N2C(=O)c3ccc(Oc4ccc(Cl)cc4)cc3C2=O)c1,0,1,-2,44*,-2,4,5,2,-4,5
COCCN1Cc2cccc(C(=O)Nc3cccnc3)c2C1=O,-5,6,0,4,-3,-2,5,0,-1,2
COc1cc(OC)cc(C(=O)N2CCN(C3CCC(C)CC3)CC2)c1 (stereo unspecified),5,-1,-2,-9,2,-3,5,0,4,3
CCCn1nc2cc(C(=O)NCc3ccc4c(c3)OCO4)ccc2c1OCC,-1,-1,0,-1,3,0,6,-3,-1,1
COc1ccc(C(=O)N2CCC(C)(C(=O)NS(=O)(=O)C3CC3)C2)c(OC)c1 (stereo unspecified),·,1,-1,3,6,1,-6,2,-6,6
Cc1nc(Cl)c(C(=O)NC(=O)NCc2ccccc2)c(C)c1Cl,-6,-3,-2,-7,0,4,-3,-6,10,-7
O=C(COC(=O)c1cc(=O)[nH]c2ccccc12)c1ccccc1,-1,1,1,4,-4,-4,2,5,-11,4
CC(C)Cn1c(N)c(C=O)c(=O)n(C)c1=O,4,-1,-1,-2,-3,3,-1,-7,0,4
COc1ccc(COC(=O)C2CCN(S(=O)(=O)c3cccs3)CC2)cc1,-17,3,0,-1,-4,0,5,2,-14,-1
